DT40 TDP1 no CPT – qHTS for Inhibitors of human tyrosyl-DNA phosphodiesterase 1 (TDP1): qHTS in cells in absence of CPT | DT40 Tdp1-/- hTDP1 cells, no CPT, ATP luminescence, 48 h | Potency, µM (series often up to 46.2 µM), inactives show top-dose activity change, negative = growth inhibition, actives largely listed as inhibitors | 15% of 420,000 active; also: nearly all actives have a fitted effect of over 55% in size
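Compound effects on proliferation are scored in DT40 Tdp1-/-;hTDP1 cells in the absence of CPT. ATP levels (CellTiter-Glo luminescence) are recorded after a ≥48 hr, 37 °C incubation.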
TDP1 block – inhibitors of human tyrosyl-DNA phosphodiesterase TDP1 | Q9NUW8 | Potency, µM (titrated, usually from 130 µM), for the others: at the top dose activity change, negative = inhibition, usual class: inhibitors | recombinant TDP1, AlphaScreen DNA substrate cleavage | 0.28% of 350,000 active | AID 485290; also: nearly all actives have a fitted effect of over 40% in size
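Signal: AlphaScreen proximity between streptavidin donor and anti-FITC acceptor beads on intact substrate. Reaction: Tdp1 1 nM, substrate 15 nM final, 5 min RT after 15 min compound preincubation.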
GCN5L2 inh – blocks human GCN5L2 histone acetyltransferase | GCN5L2 HAT assay, ThioGlo1 CoA-SH fluorescence | Potency, µM (top dose mostly 58.9 µM), for the others: at the top dose activity change, negative = inhibition, most hits filed as inhibitors | 0.21% of 390,000 active | AID 504327
Target sequence (Q92830 whole entry, looked up): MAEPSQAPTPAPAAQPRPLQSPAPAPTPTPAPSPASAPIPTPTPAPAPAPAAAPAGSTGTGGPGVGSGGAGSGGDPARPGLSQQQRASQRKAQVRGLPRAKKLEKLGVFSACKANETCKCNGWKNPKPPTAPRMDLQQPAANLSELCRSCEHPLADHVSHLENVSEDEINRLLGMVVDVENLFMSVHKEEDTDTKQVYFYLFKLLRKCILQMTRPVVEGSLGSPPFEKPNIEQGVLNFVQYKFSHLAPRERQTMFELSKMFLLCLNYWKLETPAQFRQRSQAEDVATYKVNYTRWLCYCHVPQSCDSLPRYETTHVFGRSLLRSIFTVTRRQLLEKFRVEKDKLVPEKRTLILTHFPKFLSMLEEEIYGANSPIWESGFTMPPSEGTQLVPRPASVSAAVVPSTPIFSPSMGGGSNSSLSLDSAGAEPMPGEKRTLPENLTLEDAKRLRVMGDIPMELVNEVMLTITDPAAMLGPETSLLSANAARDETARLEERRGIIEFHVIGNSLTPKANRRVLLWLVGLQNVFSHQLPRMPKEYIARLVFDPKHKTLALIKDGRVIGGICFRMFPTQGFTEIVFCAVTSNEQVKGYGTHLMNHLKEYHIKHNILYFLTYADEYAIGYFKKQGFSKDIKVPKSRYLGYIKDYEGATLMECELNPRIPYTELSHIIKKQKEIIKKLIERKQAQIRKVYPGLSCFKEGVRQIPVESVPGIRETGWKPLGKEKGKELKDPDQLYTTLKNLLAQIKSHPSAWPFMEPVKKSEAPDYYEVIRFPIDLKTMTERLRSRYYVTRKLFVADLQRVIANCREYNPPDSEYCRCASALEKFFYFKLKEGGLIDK
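Titration-based screen in which CoA formation is detected via maleimide probe ThioGlo1 (50uM) turning fluorescent on thiol reaction; substrates H3(1-25) 75uM and acetyl-CoA 70uM, GCN5L2 20nM, 20 min incubation at room temperature.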
Numbers without * were called inactive; ? = inconclusive; nt = no result given; & = joins results of further samples; [ ] = dose if it differs, or a comment. Calls follow the shape of the dose curve; as a rule, active = well fitted curve in the direction sought with a large enough effect; inconclusive = small, poorly fitted or top-dose-only effect, or another doubt; inactive = no such curve, though single readings can be large; an effect the other way counts as inactive or inconclusive. % is scaled to controls: 0 for no effect and ±100 for the full control effect; potency is read from the fitted curve at half-maximal effect.

SMILES	DT40 TDP1 no CPT	TDP1 block	GCN5L2 inh
CC(c1ccccc1)n1cc(C(=O)NCC2COc3ccccc3O2)nn1 (centres undefined)	?	0%	-2%
COC(=O)c1cc(=O)n(-c2ccc(F)cc2)c(=Nc2ccc(F)cc2)s1	6.5µM*	4%	-6%
O=Cc1cn(-c2ccccc2)nc1-c1cccnc1	-2%	-3%	-3%
CCCSc1nc(C)cc(C)c1C(N)=O	5%	1%	23%
COc1ccc(S(=O)(=O)Nc2ccc(Cc3ccncc3)cc2)cc1OC	15µM*	10%	-8%
COc1ccc(Cn2c(=O)sc3ccccc32)cc1	-11%	-7%	-20%
Cc1c(Cc2ccccc2)sc(/N=C/c2c(O)ccc3ccccc23)c1C(N)=O	?	-2%	-30%
CC1(C)CC2C1CCC1(C)OC2(C)CCC1O (centres undefined)	-8%	10%	-2%
CC(=O)c1ccc(NC(=O)c2ccc3c(c2)N(Cc2cccc(Cl)c2)C(=O)c2ccccc2S3(=O)=O)cc1	nt	1%	-2%
Nc1nc(SCc2ccc([N+](=O)[O-])cc2)nc2nc3c(cc12)CCCC3	-28%	8%	-1%
CC(C)c1ccccc1NC(=O)CNC(C)c1ccc(F)cc1 (centres undefined)	-17%	8%	-8%
CN(C)S(=O)(=O)n1cc(/C=C(\NC(=O)c2ccccc2Cl)C(=O)N2CCOCC2)c2ccccc21	20%	0%	-4%
CS(=O)(=O)c1ccc2nc(NC(=O)c3ccccc3Cl)sc2c1	-6%	-4%	-2%
Cc1ccc(C)c(NC(=O)CSc2nnc(-c3ccncc3)n2N)c1	-5%	-2%	-2%
Cc1cc(C)cc(N(CC(=O)N2CCn3c2nc2ccccc23)S(=O)(=O)c2c(C)noc2C)c1	-12%	-1%	-5%
O=C(NNc1c(Cl)cncc1Cl)c1cccs1	-21%	0%	-3%
S=C(Nc1cccnc1)N1CCN(c2ccccc2Cl)CC1	-18%	2%	-3%
COC(=O)[C@]1(Cc2ccccc2)N[C@H](c2ccc(SC3CCCCC3)c(OC)c2)[C@@H]2C(=O)N(C)C(=O)[C@@H]21	?	2%	-10%
Cc1ccc(CC(=O)NCCc2ccc(S(N)(=O)=O)cc2)cc1	?	nt	-1%
CCC1Oc2ccc(Cl)cc2N(CC(=O)O)C1=O (centres undefined)	-18%	6%	0%
Cc1c(C2CC(=O)N(c3ccccc3)C2=O)[nH]n(-c2ccccc2)c1=O (centres undefined)	?	8%	-9%
CN(Cc1ccon1)C(=O)C1CCN(C2CCN(CCCc3ccccc3)CC2)CC1	?	3%	1%
C=CCNCCOCCOc1ccc(C)cc1[N+](=O)[O-]	-9%	0%	-3%
Cc1cccc(NC(=O)CCNS(=O)(=O)c2cc(Br)cnc2N)c1C	-2%	2%	-6%
O=C(NCCc1ccccc1)C(=O)NCCC1CCCCN1S(=O)(=O)c1ccccc1 (centres undefined)	?	-2%	0%
Next section
SMILES	DT40 TDP1 no CPT	TDP1 block	GCN5L2 inh
CCN(Cc1ccccc1)C(=O)c1cccc(OC2CCN(C(=O)C3CC3)CC2)c1	?	1%	2%
CC(C)(C)c1ccc(OCC(=O)NCc2ccco2)cc1	?	2%	-3%
N=C1CCCN1CC(=O)c1ccc(Cl)cc1	-8%	5%	3%
Cc1ccccc1-n1nc2c(c1NC(=O)C(C)(C)C)CS(=O)(=O)C2	17%	nt	-4%
COC(=O)CC1SC(=O)NC1=Nc1ccccc1 (centres undefined)	-3%	0%	78%[activator]
CCc1ccc(-c2[nH]c3c(c2-c2sc(C)c(C(=O)OC)c2O)c(=O)[nH]c(=O)n3C)cc1	5.8µM*	-1%	-9%
O=C(COc1ccccc1)N=C1SC2CS(=O)(=O)CC2N1c1cccc(F)c1 (centres undefined)	32%[activator]	6%	1%
COc1cc(/C=C/c2ccc3cccc(O)c3n2)cc(Br)c1OC	18µM*	nt	-13%
CCOc1ccc(C(C)NC(=O)c2cccnc2OCC)cc1OCC (centres undefined)	-10%	2%	-11%
COC(=O)c1cc(C)sc1NC(=O)C1C2C=CC(CC2)C1C(=O)O (centres undefined)	-7%	3%	1%
Cc1ccc(/C=N/N2CCN(c3ccc(Cl)cc3)CC2)o1	?	4%	0%
CC(=O)Nc1ccc(S(=O)(=O)NCc2csc(-c3cccnc3)n2)cc1	-17%	3%	-7%
CCCCOC(=O)Oc1ccc2c(=O)c(Oc3cc(C)cc(C)c3)coc2c1	9%	0%	-4%
CN1CCN(Cc2nc3ccccc3c(=O)n2CC#N)CC1	0%	-4%	2%
N#Cc1cc(-c2ccc(Cl)cc2)cnc1Sc1ccc(F)cc1	-15%	-2%	-15%
CCc1ccccc1NC(=O)c1cc2nc(-c3ccc(Br)cc3)cc(C(F)(F)F)n2n1	?	-4%	-2%
Cc1cn2c(=O)c(S(=O)(=O)Nc3ccc(OC(F)(F)F)cc3)c(C)nc2s1	23µM*	-5%	-12%
Cc1c(OCC(=O)N2CCC[C@@H]2C(=O)O)ccc2c3c(c(=O)oc12)CCC3	-7%	nt	-12%
COC(=O)Nc1sc2c(c1C(=O)NCc1ccco1)CCC2	-18%	0%	-16%
CCCSc1ccc(C(=O)Nc2ccc(Cl)cc2)cn1	-27%	-6%	-12%
CN(CC(=O)Nc1ccc(S(=O)(=O)N2CCCC2)cc1)Cc1cccc(Cl)c1Cl	?	3%	-10%
Cc1ccc(CN2C(=O)CCC2C(=O)NC(C)C)cc1 (centres undefined)	-4%	2%	?
COCCCNc1nc2nonc2nc1N1CCN2CCCC2C1 (centres undefined)	-9%	-4%	-8%
O=C(Cn1cncc1-c1ccc([N+](=O)[O-])cc1)Nc1ccccc1F	-16%	5%	-16%
Cc1ccc(CS(=O)(=O)Cc2ccc(C(=O)NC3CC3)o2)cc1	?	0%	-22%

Some of these compounds in order of molecular weight, largest number first:
SMILES	DT40 TDP1 no CPT	TDP1 block	GCN5L2 inh
CCc1ccccc1NC(=O)c1cc2nc(-c3ccc(Br)cc3)cc(C(F)(F)F)n2n1	?	-4%	-2%
O=C(COc1ccccc1)N=C1SC2CS(=O)(=O)CC2N1c1cccc(F)c1 (centres undefined)	32%[activator]	6%	1%
Cc1cn2c(=O)c(S(=O)(=O)Nc3ccc(OC(F)(F)F)cc3)c(C)nc2s1	23µM*	-5%	-12%
CCCCOC(=O)Oc1ccc2c(=O)c(Oc3cc(C)cc(C)c3)coc2c1	9%	0%	-4%
COC(=O)c1cc(C)sc1NC(=O)C1C2C=CC(CC2)C1C(=O)O (centres undefined)	-7%	3%	1%
Cc1ccccc1-n1nc2c(c1NC(=O)C(C)(C)C)CS(=O)(=O)C2	17%	nt	-4%
COC(=O)Nc1sc2c(c1C(=O)NCc1ccco1)CCC2	-18%	0%	-16%

Going on with the list:
SMILES	DT40 TDP1 no CPT	TDP1 block	GCN5L2 inh
O=C(Nc1ccc(CN2CCCCC2)cc1)c1cccc(Br)c1	?	0%	-1%
CCOC(=O)COc1cccc2c(=O)n(CC(=O)N3CCCc4ccccc43)ccc12	?	8%	-6%
COc1cc2c(cc1O)CCC1C2CC[C@@]2(C)C1CC[C@@H]2O (some centres undefined)	1.9µM*	10%[56.1 µM]	-6%
CCOC(=O)CNC(=O)Nc1ccccc1C(=O)OC	-28%	-1%	-4%
CC(C)(C)NC(=O)c1cc(C(C)(C)C)c(O)c(C(C)(C)C)c1	1%	-1%	0%
CNC(=S)N1CCN(c2ccccn2)CC1	0%	2%	-4%
COc1cccc(Cn2c(Oc3cccc(C)c3)nc3c2c(=O)n(C)c(=O)n3C)c1	23µM*	2%	-6%
CC(C)CCNc1c(-c2cccs2)nc2ccccn12	?	8%	-5%
C=CCN(Cc1cccs1)C(=O)CN1CCN(S(=O)(=O)c2ccc3c(c2)OCCCO3)CC1	?	-2%[56.1 µM]	2%
COc1ccc(-c2noc(CCC(=O)NCCCN3CCN(c4ccccc4F)CC3)n2)cc1	16µM*	3%	-4%
O=C(NC(=S)Nc1ccc(N2CCOCC2)cc1)c1ccc(Cl)cc1	-9%	3%	5%
CCCCNc1c(C(=O)OCC)c(C)nc2c1cnn2CC	21µM*	6%&1%&-1%[56.1 µM]	-11%
O=C(O)C1CSC(CCc2ccccc2)N1 (centres undefined)	-2%	-15%	0%
O=C(Nc1nc2ccc(Oc3ccccc3)cc2s1)c1cc([N+](=O)[O-])ccc1N1CCOCC1	13µM*	3%	2%
COc1ccc(CC(=O)Nc2nc3c(s2)CCCC3)cc1	?	5%	-9%
CC[C@@H]1C=C(C(=O)O)[C@H](c2ccc(OC)c(OC)c2)N1S(=O)(=O)c1ccc(C)cc1	-3%	0%	0%
COC(=O)c1cc(=O)n(Cc2cccs2)c(=NCc2cccs2)s1	-13%	6%	18%
FC(F)(F)c1ccc(-c2nnc(-c3ccccn3)c(-c3ccccn3)n2)nc1	-29%	0%	1%
Cc1ccc(NC(=O)C2CCN(C(=O)c3cccs3)CC2)c(C)c1	-16%	-3%	-14%
O=C(Cc1cccs1)Nc1nnc(SCc2cccc3ccccc23)s1	?	2%	?
COc1cc(/C=C/c2cccc[n+]2C)ccc1OCC(=O)Nc1ccccc1C	0%	nt	-8%
COc1c(C)cccc1C(=O)Nc1ccc(-c2nc3ccccc3s2)c(Cl)c1	12µM*	-2%	-2%
CC(C)C(=O)NC(=S)Nc1sc2c(c1C(N)=O)CCCC2	?	-3%	-14%
O=c1c(C=Nc2ccc(Cl)cc2)c[nH]n1-c1cccc(Cl)n1	-16%	0%	20%
O=S(=O)(c1ccccc1)N1CCC[C@@]2(CCN(C(c3ccccc3)c3ccccc3)C2)C1	2%	nt	-20%
c1ccc(-c2ccc(C3=Nn4c(nnc4-c4cc(-c5ccccc5)n[nH]4)SC3)cc2)cc1	?	8%	1%
[S-]C(=Nc1ccc(Cl)cc1)N[n+]1ccccc1	?	5%	-30%
N#Cc1c(-c2ccccc2)c(-c2ccccc2)n(Cc2ccco2)c1NC(=O)c1cccs1	?	3%	-21%
O=C(NNC(=O)c1cc(-c2ccccc2)nn1-c1ccccc1)c1ccccc1	?	0%	5%
COc1ccc(NC(=O)CN2CC(c3ccccc3)CC2=O)cc1OC (centres undefined)	-3%	5%	-1%

Given with each value named: four of the compounds above.
COc1ccc(-c2noc(CCC(=O)NCCCN3CCN(c4ccccc4F)CC3)n2)cc1
  DT40 TDP1 no CPT: 16µM*
  TDP1 block: 3%
  GCN5L2 inh: -4%
O=C(NC(=S)Nc1ccc(N2CCOCC2)cc1)c1ccc(Cl)cc1
  DT40 TDP1 no CPT: -9%
  TDP1 block: 3%
  GCN5L2 inh: 5%
CCCCNc1c(C(=O)OCC)c(C)nc2c1cnn2CC
  DT40 TDP1 no CPT: 21µM*
  TDP1 block: 6%&1%&-1%[56.1 µM]
  GCN5L2 inh: -11%
O=C(O)C1CSC(CCc2ccccc2)N1 (centres undefined)
  DT40 TDP1 no CPT: -2%
  TDP1 block: -15%
  GCN5L2 inh: 0%

Screening data: PubChem BioAssay, National Center for Advancing Translational Sciences (NCATS)

Only part of the results is shown (hit frequency here may not be typical).
